Screening data as filed in PubChem.
NCI-60 one-dose screen, 48 h, at 10 µM unless noted. Numbers give growth in % (100 = growth as untreated, 0 = no growth, -100 = all killed).
SN12C = SN12C renal cancer cells | 81,000 tested, 3.8% active | AID 1794767
SW-620 = SW-620 colon cancer; 82,000 tested, 5.2% active
786-0 = 786-0 renal cancer cells. 81,000 tested, 5.1% active
HCT-15 = HCT-15 colon cancer. 82,000 tested, 5.2% active
HCT-116 = HCT-116 colon cancer; 82,000 tested, 7.3% active; AID 1794798
TK-10 = TK-10 renal cancer cells; 81,000 tested, 3.9% active; AID 1794769
UO-31 = UO-31 renal cancer; 81,000 tested, 5.2% active
HCC-2998 = HCC-2998 colon cancer; 79,000 tested, 4.7% active; AID 1794799
HT29 = HT29 colon cancer; 81,000 tested, 7.4% active
* marks the source's active call; other numbers are inactive results; nt = not tested or not shown; & = joins results of further samples. How the source made its calls: active means growth percent below 10; inactive means the rest.

no. | compound | SN12C | SW-620 | 786-0 | HCT-15 | HCT-116
1 | COc1ccc2c(c1)CCC(c1nc3cccc([N+](=O)[O-])c3[nH]c1=O)=C2O | 103 | 106 | 119 | 104 | 111
2 | COc1ccc2nc3cc(Cl)ccc3c(Nc3ccc(C(=O)O)c(O)c3)c2c1 | 100 | 108 | 111 | 102 | 105
3 | CCOc1ccc(N=Nc2sc(Nc3cccc(Nc4nc(C)c(N=Nc5ccc(OCC)cc5)s4)c3)cc2C)cc1 | 95 | 100 | 93 | 92 | 96
4 | CCOC(=O)c1c(NCC(=O)Nc2ccccc2Cl)sc(C(C)=O)c1C | 96 | 109 | 91 | 97 | 92
5 | COc1cc(CN(C)C(=O)C(=O)c2c[nH]c3ccccc23)ccc1O | 82 | 105 | 101 | 107 | 90
6 | O=S1(=O)CC(Cl)C(Cl)C1 (stereo not given) | 100 | 54 | 85 | 59 | 71
7 | Cc1cn(-c2cc(NC(=O)c3ccc(C)c(Nc4nccc(-c5cccnc5)n4)c3)cc(C(F)(F)F)c2)cn1 | 67 | 60 | 71 | 23 | 43
8 | NCCSSCCN | 94 | 97 | 101 | 106 | 97
9 | CC1=C(C(=O)OCC2CCN(C(=O)OC(C)(C)C)CC2)[C@@H](c2cccc(Br)c2)C2=C(CC(C)(C)CC2=O)N1 | 60 | 36 | 63 | 29 | 23
10 | Cl.Fc1c[c-]c(-c2ccccn2)c(F)c1.[Pt].c1ccc([PH+](CC[PH+](c2ccccc2)c2ccccc2)c2ccccc2)cc1 | -76* | -89* | -79* | -76* | -90*

no. | TK-10 | UO-31 | HCC-2998 | HT29
1 | 127 | 74 | 127 | 115
2 | 113 | 113 | 109 | 98
3 | 100 | 88 | 105 | 100
4 | 91 | 81 | 112 | 103
5 | 109 | 61 | 106 | 92
6 | 87 | 88 | 98 | 98
7 | 75 | -3.4* | 64 | 17
8 | 101 | 94 | 106 | 102
9 | 75 | 56 | 76 | 29
10 | -84* | -92* | -83* | -73*

New compounds follow:
no. | compound | SN12C | SW-620 | 786-0 | HCT-15 | HCT-116
11 | CCOC(=O)c1sc(/N=C2\NC(=O)/C(=C3/C(=O)N(C)c4ccccc43)S2)nc1C | 117 | 123 | 92 | 107 | 102
12 | CCCn1cnc2c(c1=N)C(c1ccc(F)cc1)c1sc3c(CC)cccc3c1O2 (stereo not given) | 21 | 18 | 5.1* | 13 | 7.5*
13 | CC12SCC(C(=O)NCc3ccccc3C(F)(F)F)N1C(=O)c1ccccc12 (stereo not given) | 95 | 105 | 102 | 100 | 90
14 | COc1ccc(C(=O)c2ccccc2)c(O)c1O | 100 | 79 | 94 | 90 | 100
15 | NS(=O)(=O)c1ccc(NC(=O)/C(=C\c2ccc(Br)cc2)NC(=O)c2ccccc2)cc1 | 99 | 104 | 96 | 93 | 92
16 | COc1cccc(N2CCN(c3ncnc4[nH]ccc34)CC2)c1 | 94 | 100 | 77 | 98 | 91
17 | COc1cc(C2C(C#N)=C(N)Oc3cc4c(cc32)OCO4)cc2c1OCO2 (stereo not given) | 35 | 29 | 31 | 21 | 11
18 | COc1cc(OC)c(S(=O)(=O)NNC(=O)c2ccncc2)cc1C(=O)/C=C/c1ccccc1 | 91 | 85 | 72 | 97 | 34
19 | Clc1ccc(OCCSCCOc2ccc(Cl)cc2)cc1 | 106 | 107 | 101 | 102 | 103
20 | CCn1cc(C(=O)O)c(=O)c2cc(F)c(N3CCN(C(=O)CSc4nc(NC(=O)c5ccccc5)cc(=O)[nH]4)CC3)cc21 | nt | 109 | 101 | 105 | 98

no. | TK-10 | UO-31 | HCC-2998 | HT29
11 | 102 | 96 | 93 | 96
12 | 61 | 27 | 24 | 9.3*
13 | 92 | 91 | 106 | 79
14 | 102 | 74 | 95 | 113
15 | 102 | 77 | 103 | 89
16 | 59 | 72 | 112 | 87
17 | 72 | 46 | 15 | 9.2*
18 | 154 | 84 | 107 | 108
19 | 109 | 102 | 111 | 106
20 | 99 | 78 | 109 | 100

More compounds.
no. | compound | SN12C | SW-620 | 786-0 | HCT-15 | HCT-116
21 | C/C(=N\Nc1ncc(-c2ccc(Br)cc2)s1)c1cc2ccccc2o1 | 100 | 91 | 106 | 105 | 92
22 | Cc1cc(C)n(-c2ccc3nnc(-c4ccc(Br)cc4)n3n2)n1 | 97 | 106 | 79 | 84 | 99
23 | c1ccc(C(c2nc3ncncc3[nH]2)N2CSc3nc4ccccc4n3C2)cc1 (stereo not given) | 99 | 98 | 101 | 101 | 114
24 | Nc1ncnc(Nc2ccccc2Oc2ccccc2)n1 | 115 | 112 | 109 | 105 | 113
25 | Oc1ccc(-c2ccc(Br)cc2)cc1 | 85&103 | 98&103 | 97&91 | 87&95 | 104&103
26 | CCc1c2c(c(C)c3c1oc1cc(OC)ccc13)C(=O)N(O)C2=O | 95 | 103 | 94 | 95 | 94
27 | N/C(=N\c1nc(=O)c2ccccc2s1)NC(=O)Nc1ccccc1 | 95 | 96 | 98 | 95 | 95
28 | N#Cc1c(Cl)nc(SCc2ccc([N+](=O)[O-])cc2)nc1-c1ccc(Cl)cc1 | 104 | 98 | 105 | 97 | 110
29 | CCN(CC)CCC/C(C)=N\O | 98 | 97 | 104 | 99 | 104
30 | COc1ccc(-c2coc3cc(OC(C)=O)ccc3c2=S)cc1 | 106 | 108 | 105 | 101 | 96

no. | TK-10 | UO-31 | HCC-2998 | HT29
21 | 136 | 77 | 112 | 102
22 | 95 | 69 | 110 | 90
23 | 115 | 83 | 107 | 107
24 | 111 | 103 | 101 | 120
25 | 90&96 | 71&82 | 101&107 | 101&111
26 | 122 | 91 | 113 | 75
27 | 117 | 83 | 112 | 99
28 | 109 | 84 | 120 | 111
29 | 105 | 84 | 89 | 104
30 | 112 | 70 | 112 | 111

Next part.
no. | compound | SN12C | SW-620 | 786-0 | HCT-15 | HCT-116
31 | COc1cc2c(cc1OC)CC[N+](CCC[N+](C)(C)C)=C2 | 98 | 113 | 96 | 101 | 95
32 | O=S(=O)(Nc1ccc(C(F)(F)F)c(Cl)c1)c1ccc(-c2cnc(C3CC3)o2)cc1 | 82 | 79 | 87 | 73 | 72
33 | CC(=O)Nc1ccc2cc3ccc(NC(C)=O)cc3nc2c1 | 52&53 | 91&90 | 52&64 | 106&103 | 81&92
34 | Nc1ncnc2c1ncn2C1OC2COP(O)(=S)OC3C(COP(=O)(S)OC2C1F)OC(n1ccc(=O)[nH]c1=O)C3F (stereo not given) | 103 | 101 | 91 | 104 | 85
35 | COc1ccc(CCN2COc3c([C@@H](C)CCC=C(C)C)ccc(C)c3C2)cc1OC | 53 | 40 | 52 | 29 | 26
36 | O=C(N/N=C/C(O)C1OC(=O)C(O)C1O)c1ccncc1 (stereo not given) | 103 | 106 | 96 | 98 | 95
37 | CCOC(=O)NC1C2CC3C(C2)C31 (stereo not given) | 93 | 104 | 107 | 107 | 95
38 | CCCCCSc1ncnc2nc[nH]c12 | 114 | 101 | 93 | 101 | 98
39 | CC(=O)n1c(-c2ccc(Cl)c(Cl)c2)cn(-c2ccc(Cl)cc2)c1=O | 47 | 39 | 2.3* | 59 | 18
40 | O=C(CCl)Nc1ccc2c(c1)C(=O)c1ccc(NC(=O)CCl)cc1C2=O | -50* | -62* | -67* | -87* | -80*

no. | TK-10 | UO-31 | HCC-2998 | HT29
31 | 80 | 91 | 89 | 88
32 | 97 | 70 | 97 | 97
33 | 119&136 | 76&79 | 77 | 90&97
34 | 75 | 88 | 97 | 89
35 | 77 | 41 | -70* | 8.3*
36 | 97 | 86 | 114 | 102
37 | 100 | 93 | 103 | 90
38 | 112 | 96 | 108 | 112
39 | 54 | 3.3* | 22 | 13
40 | 3.0* | -95* | -78* | -60*

Shown with values under each structure: 4 of the compounds above.
Every second line gives: SN12C | SW-620 | 786-0 | HCT-15 | HCT-116 | TK-10 | UO-31 | HCC-2998 | HT29
10) Cl.Fc1c[c-]c(-c2ccccn2)c(F)c1.[Pt].c1ccc([PH+](CC[PH+](c2ccccc2)c2ccccc2)c2ccccc2)cc1
  -76* | -89* | -79* | -76* | -90* | -84* | -92* | -83* | -73*
11) CCOC(=O)c1sc(/N=C2\NC(=O)/C(=C3/C(=O)N(C)c4ccccc43)S2)nc1C
  117 | 123 | 92 | 107 | 102 | 102 | 96 | 93 | 96
12) CCCn1cnc2c(c1=N)C(c1ccc(F)cc1)c1sc3c(CC)cccc3c1O2 (stereo not given)
  21 | 18 | 5.1* | 13 | 7.5* | 61 | 27 | 24 | 9.3*
13) CC12SCC(C(=O)NCc3ccccc3C(F)(F)F)N1C(=O)c1ccccc12 (stereo not given)
  95 | 105 | 102 | 100 | 90 | 92 | 91 | 106 | 79

(next part)
no. | compound | SN12C | SW-620 | 786-0 | HCT-15 | HCT-116
41 | CC(=O)N1N=C(c2ccc(Nc3nc(Nc4ccc(F)cc4)nc(Nc4ccc(Cl)cc4)n3)cc2)CC1c1ccc(Oc2ccccc2)cc1 (stereo not given) | 98 | 113 | 94 | 88 | 88
42 | O=C(C(=O)N1CCOCC1)c1ccc(O[C@H]2O[C@H](CO)[C@@H](O)[C@H](O)[C@@H]2O)cc1 | 101 | 107 | 97 | 97 | 97
43 | Cc1c(Cl)c(=O)oc2cc(O)ccc12 | 86 | 100 | 98 | 98 | 97
44 | Clc1cccc(COc2ccc(Nc3ncnc4onc(-c5ccccc5)c34)cc2)c1 | 90 | 81 | 99 | 86 | 85
45 | NS(=O)(=O)c1ccc(NC(=O)N2CCN(Cc3ccccc3)CC2)cc1 | 101 | 95 | 114 | 102 | 100
46 | O=C(/C=C/c1ccccc1)Nc1ncc(Cc2ccccc2Cl)s1 | 37 | 31 | 46 | 16 | 16
47 | O=C(O)c1ccccc1C(=O)N1CCN(c2cc3c(cc2F)c(=O)c(C(=O)O)cn3C2CC2)CC1 | 106 | 106 | 97 | 101 | 102
48 | C=C(C)[C@@H]1CC[C@]2(C(N)=O)CC[C@]3(C)[C@H](CC[C@@H]4[C@@]5(C)Cc6c([nH]c7ccccc67)C(C)(C)[C@@H]5CC[C@]43C)[C@@H]12 | 57 | 63 | 69 | 72 | 56
49 | COc1ccc(C2OCC3(CO)COC(c4ccc(OC)c(OC)c4)N23)cc1OC (stereo not given) | 108 | 107 | 83 | 112 | 91
50 | CC(=O)[C@H]1CC[C@H]2[C@@H]3C[C@@H](C)[C@@]4(O)CC(=O)CC[C@]4(C)[C@H]3[C@H](O)C[C@]12C | 94 | 104 | 104 | 116 | 100

no. | TK-10 | UO-31 | HCC-2998 | HT29
41 | 88 | 32 | 89 | 103
42 | 103 | 92 | 79 | 93
43 | 99 | 68 | 100 | 108
44 | 107 | 60 | 106 | 86
45 | 112 | 84 | 108 | 114
46 | 45 | 39 | 35 | 6.1*
47 | 88 | 95 | 105 | 91
48 | 66 | 37 | 88 | 50
49 | 110 | 79 | 108 | 96
50 | 112 | 88 | nt | 114

(further entries)
no. | compound | SN12C | SW-620 | 786-0 | HCT-15 | HCT-116
51 | CN(C)CCOc1ccc2c(c1)CCC2=O | 102 | 110 | 105 | 95 | 106
52 | C[C@]1(Cn2ccnn2)C(C(=O)O)N2C(=O)CC2S1(=O)=O (stereo not given in full) | 100 | 102 | 117 | 105 | 122
53 | COc1ccc(-c2nc(SCC(C)C)nc(N/N=C(/C)c3cccc(OC)c3)c2C#N)cc1 | 71 | 82 | 107 | 87 | 93
54 | CCOC(CNCc1ccncc1)OCC | 93 | 112 | 102 | 109 | 105
55 | O=C(O)c1nnc(C(=O)O)nn1 | 104 | 110 | 100 | 101 | 105
56 | CCCCOC(=O)c1cccnc1 | 84&101 | 98&110 | 103&106 | 99&107 | 94&100
57 | N=Nc1nc(Nc2[nH]c3ccccc3c2O)n[nH]1 | 97 | 101 | 105 | 106 | 107
58 | COc1ccc(NCc2cn(-c3ccc(C(F)(F)F)cc3)nc2-c2ccc(C(=O)O)cc2)cc1C(F)(F)F | 72 | 88 | 98 | 42 | 68
59 | CC12C(=O)OC(=O)C1C1c3ccccc3C2c2ccccc21 (stereo not given) | nt | 105 | 91 | 102 | 88
60 | O=C(c1ccccc1)c1c(/C=C/c2ccc(Br)cc2)nc2ccccc2c1/C=C/c1ccc(Cl)cc1 | 93 | 95 | 97 | 102 | 95

no. | TK-10 | UO-31 | HCC-2998 | HT29
51 | 104 | 93 | 106 | 106
52 | 105 | 89 | 106 | 102
53 | 96 | 51 | 97 | 102
54 | 75 | 91 | 100 | 104
55 | 103 | 86 | 108 | 102
56 | 96&130 | 89&101 | 91&101 | 101&106
57 | 112 | 73 | 112 | 105
58 | 112 | 60 | 100 | 82
59 | 111 | 73 | 107 | 97
60 | 104 | 66 | 98 | 100

(further entries)
no. | compound | SN12C | SW-620 | 786-0 | HCT-15 | HCT-116
61 | c1ccc(COc2cccc(-c3nc4sccn4c3-c3ccccc3)c2)cc1 | 97 | 104 | 109 | 81 | 96
62 | COc1ccc2cc(C#Cc3ccc(-n4c(/C=C/c5ccnc6ccccc56)nc5ccccc5c4=O)c(C)c3)ccc2c1 | 95 | 96 | 110 | 95 | 83
63 | Cc1cc2ncn(C(=O)/C=C/c3ccccc3)c2cc1C | 83 | 62 | 82 | 53 | 56
64 | N#Cc1c(N)c2sc(Nc3ccccc3)c(-c3nc4ccccc4s3)c2[nH]c1=S | 88 | 100 | 105 | 108 | 96
65 | O=[N+]([O-])c1ccc(/C=C\c2ccc([N+](=O)[O-])cc2)cc1 | 102 | 100 | 104 | 101 | 103
66 | CC(=O)OC(C)C[N+](C)(C)C (stereo not given) | 96 | 115 | 111 | 105 | 101
67 | CC1(C)CC[C@]2(C(=O)O)CC[C@]3(C)C(=CCC4[C@@]5(C)C[C@@H](O)[C@@H]6OC(c7cccc(Br)c7)OC[C@@]6(C)C5CC[C@]43C)C2C1 (stereo not given in full) | 46 | 25 | 53 | 21 | 11
68 | CCOC(=O)c1nc(-c2ccc(C)cc2)oc1Sc1ccc(Br)cc1 | 93 | 101 | 92 | 87 | 107

no. | TK-10 | UO-31 | HCC-2998 | HT29
61 | 100 | 80 | 107 | 87
62 | 130 | 59 | 101 | 81
63 | 91 | 52 | 109 | 68
64 | 158 | 76 | 98 | 97
65 | 100 | 93 | 108 | 89
66 | 99 | 93 | 109 | 103
67 | 35 | 30 | 35 | 22
68 | 101 | 73 | 101 | 95
